Screens from PubChem BioAssay.
BL2 CD40 inh – CD40 pathway inhibition in BL2 cells; 0.94% of 83,000 active; AID 1053188; inhibition, % at 10 µM; BL2 NF-kB luciferase reporter, CD40L-induced, 4 h;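 active = mean inhibition of at least 50% with a set share of replicates also reaching that level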;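 note: 0% = neutral control wells and 100% = IKK inhibitor VII at 50 µM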
Active calls of the source: *; [ ] = another dose, or the depositor's remark. Some of the compounds tested; count on the stated rates, not on these rows.

`C[C@@H]1CN(C)C(=O)Cc2cc(N)ccc2O[C@@H]1CN(C)S(C)(=O)=O` gave BL2 CD40 inh -0.7.
`COc1ccccc1NC(=O)N1C[C@@H]2[C@H](c3ccccc31)[C@H](CO)N2C(=O)C1CCCC1` gave BL2 CD40 inh -4.3[25 µM].
Screening COc1ccc(NC(=O)N2CC[C@@H]3[C@H]2c2cc(Br)ccc2N(C)[C@@H]3CO)cc1 returned BL2 CD40 inh -29.5[25 µM].
`N=C1CCCC1C(=S)SCCC(N)=O` (configuration not stated) gave BL2 CD40 inh 5.3.
Screening Cc1ccc(Nc2nc(-c3ccc(S(=O)(=O)N4CCOCC4)cc3)cs2)cc1 returned BL2 CD40 inh 4.6.
Screening COc1ccc(N2C(=O)CSC2c2ccncc2)cc1 (configuration not stated) returned BL2 CD40 inh 12.5.
Cc1nn(-c2ccccc2)c(C)c1C(=O)N1CCN(S(=O)(=O)c2ccccc2)CC1 was read as BL2 CD40 inh 10.8.
COc1ccc(CCNC(=O)c2ccc3c(c2)SC2=NS(=O)(=O)CCN23)cc1 was read as BL2 CD40 inh 8.3.
CN(c1ccccc1)S(=O)(=O)c1ccc(NC(=O)c2ccccc2)cc1 was read as BL2 CD40 inh -14.8.
CCCCCC(=O)N1CC2(C)CN(C(=O)CCCCC)CC(C)(C1)C2=O was read as BL2 CD40 inh 6.3.
S=C(NCCc1ccccc1)N1CCN(C(=S)NCCc2ccccc2)CC1 was read as BL2 CD40 inh -0.4.
Screening Clc1ccc(SCc2csc(N3CCOCC3)n2)cc1 returned BL2 CD40 inh -33.9.
`O=c1cc(N2CCN(Cc3ccccc3)CC2)[nH]c(=O)n1Cc1ccc(F)cc1` gave BL2 CD40 inh 11.4.
`O=C(NCc1ccccc1CN1CCCC1)c1cccc(N2CCCC2=O)c1` gave BL2 CD40 inh -0.8.
`CCCC(=O)Nc1ccc2c(c1)C(=O)N(C)C[C@@H](OC)[C@H](C)CN(Cc1ccc(F)cc1)[C@H](C)CO2` gave BL2 CD40 inh 3.2[25 µM].
`Nc1ccn([C@@H]2O[C@H](CO)[C@@H](O)[C@@H]2O)c(=O)n1` gave BL2 CD40 inh 2.3.
`COc1cccc(C2c3cc4c(cc3OC(N3CCCC3)C2C)OCO4)c1O` (configuration not stated) gave BL2 CD40 inh 18.5.
Screening O=C(Nc1cc(-c2ccccc2)cs1)c1ccco1 returned BL2 CD40 inh -120.5.
For O=C(C[C@@H]1CC[C@@H](NC(=O)c2cccnc2)[C@@H](CO)O1)NCc1ccc(Cl)c(Cl)c1 the results were BL2 CD40 inh -1.1[25 µM].
Screening COc1ccc(NC(=O)Nc2ccc3c(c2)[C@@H]2C[C@@H](CC(=O)N4CCN(C)CC4)O[C@@H](CO)[C@@H]2O3)cc1 returned BL2 CD40 inh -3.7[25 µM].
`Cc1ccc(S(=O)(=O)N(C)c2ccc(C(=O)N3CCc4ccccc4C3)cc2)cc1` gave BL2 CD40 inh 13.2.
For O=C(NCC1CCCO1)c1ccc(NC(=O)C2CCCCC2C(=O)O)cc1 (configuration not stated) the results were BL2 CD40 inh 10.1.
`Cc1ccc(NC(=O)CSCC(=O)N(CCC(C)C)c2c(N)n(Cc3ccccc3)c(=O)[nH]c2=O)cc1` gave BL2 CD40 inh 6.2.
Screening COc1cc(CNC(C)(C)C)ccc1OCC(=O)NC(C)(C)C returned BL2 CD40 inh 4.7.
For COc1ccc(C(=O)CCc2nc3ccccc3s2)cc1 the results were BL2 CD40 inh -40.7.
`O=S(=O)(NC1CCCCC1)c1cccs1` gave BL2 CD40 inh 10.3.
For COc1cccc(/C=N/NC(=O)CSCC(=O)Nc2ccccc2)c1O the results were BL2 CD40 inh -11.4.
Cc1ccc(S(=O)(=O)N(C)C[C@@H]2OCCCC[C@@H](C)Oc3ccc(NS(=O)(=O)c4ccc(F)cc4)cc3C(=O)N([C@H](C)CO)C[C@H]2C)cc1 was read as BL2 CD40 inh 29.2.
`O=S(=O)(c1cccs1)N1CCC2(CC1)OCCN2S(=O)(=O)c1ccccc1` gave BL2 CD40 inh 8.4.
`COc1ccc2c3c(n(C)c2c1)[C@H](CO)N(C(=O)C1CC1)CC31CN(Cc2ccccc2OC)C1` gave BL2 CD40 inh 28.7[25 µM].
Screening C[C@H]1CN([C@@H](C)CO)C(=O)CCCn2cc(nn2)CO[C@H]1CN(C)Cc1ccc(O)cc1 returned BL2 CD40 inh 0.7.
Screening CC(=O)c1ccc(Nc2nc(C(N)CC(C)C)cs2)cc1 (configuration not stated) returned BL2 CD40 inh 5.6.
For Cc1ccc(S(=O)(=O)N2CCN(C(=O)CN3C(=O)c4ccc([N+](=O)[O-])cc4C3=O)CC2)c(C)c1 the results were BL2 CD40 inh 5.1.
C[C@@H](NC(=O)[C@@H]1[C@@H](CO)[C@@H]2Cn3c(cccc3=O)[C@@H]2N1CC1CCCC1)c1ccccc1 was read as BL2 CD40 inh 0.5.
`CCc1cnc(N2[C@H](C#N)[C@H](c3ccccc3-c3ccccc3C)[C@H]2CO)s1` gave BL2 CD40 inh 15.0[25 µM].
For COCC#Cc1ccc([C@@H]2[C@H]3CN(C(=O)CN4CCOCC4)CC(=O)N3[C@H]2CO)cc1 the results were BL2 CD40 inh -9.7[25 µM].
For COc1cccc(C(=O)Nc2ccc3c(c2)OC[C@H](C)N(CCc2ccccc2)C[C@H](C)[C@@H](OC)CN(C)C3=O)c1 the results were BL2 CD40 inh 12.0[25 µM].
For O=C(Nc1cccnc1)c1ccc(N2CCOCC2)c([N+](=O)[O-])c1 the results were BL2 CD40 inh -19.5.
Screening Cc1nc2ccccc2c(C)c1CC(=O)OC(C)C(=O)NC1(C#N)CCCCC1 (configuration not stated) returned BL2 CD40 inh 11.9.
O=C(CCn1c(=O)sc2ccccc21)NC1=NCCS1 was read as BL2 CD40 inh -12.6.

The final 2 entries of the section above are carried over, then new ones follow.
Screening Cc1nc2ccccc2c(C)c1CC(=O)OC(C)C(=O)NC1(C#N)CCCCC1 (configuration not stated) returned BL2 CD40 inh 11.9.
O=C(CCn1c(=O)sc2ccccc21)NC1=NCCS1 was read as BL2 CD40 inh -12.6.
`CCCN1CC=C2C(C#N)=C(N)C(C#N)(C#N)C(c3cccc(OC)c3OC)C2C1` (configuration not stated) gave BL2 CD40 inh 6.4.
Screening Cn1cc(S(=O)(=O)N2CCOCC2)cc1C(=O)O returned BL2 CD40 inh 10.2.
For COc1ccccc1CNC(=O)COC(=O)CNS(=O)(=O)c1ccc(NC(C)=O)cc1 the results were BL2 CD40 inh 5.8.
Screening CC1CC1C(=O)Nc1nc(-c2ccc(Cl)s2)cs1 (configuration not stated) returned BL2 CD40 inh -52.3.
Screening CS(=O)(=O)N(CCc1ccccc1)CC(=O)NCc1ccco1 returned BL2 CD40 inh -4.8.
Screening O=C1COc2ccc(C(=O)c3ccccc3C(=O)NCc3ccco3)cc2N1 returned BL2 CD40 inh 8.2.
Screening O=C(c1ccc(-c2ccccc2)cc1)N1CCN(c2ccccn2)CC1 returned BL2 CD40 inh 1.0.
`CCOc1ccc(S(=O)(=O)Nc2ccc(C(=O)N3CC(C)OC(C)C3)cc2)cc1` (configuration not stated) gave BL2 CD40 inh 10.7.
`COCCn1c(Br)nc2c1c(=O)n(C)c(=O)n2C` gave BL2 CD40 inh 7.8.
Screening O=S(=O)(Nc1cc(Cl)ccc1-n1cncn1)c1ccc(F)cc1 returned BL2 CD40 inh 12.7.
`COc1ccc2ccccc2c1C1NC(=O)c2ccccc2N1` (configuration not stated) gave BL2 CD40 inh -4.4.
`C[C@H](CO)N1C[C@H](C)[C@H](CN(C)S(=O)(=O)c2ccc(C#N)cc2)Oc2ncc(C#Cc3ccc(F)cc3)cc2C1=O` gave BL2 CD40 inh 11.9[25 µM].
Cc1ccc(C(=O)CSc2nc(C(C)C)nc3ccccc23)cc1 was read as BL2 CD40 inh 2.9.
Cc1[nH]n(-c2ccccc2)c(=O)c1C1(C(F)(F)F)C(=O)N(c2ccccc2)C2=C1C(=O)CC(C)(C)C2 (configuration not stated) was read as BL2 CD40 inh 11.5.
C[C@@H]1CN([C@@H](C)CO)C(=O)c2cc(N(C)C)ccc2O[C@H]1CN(C)S(=O)(=O)c1cn(C)cn1 was read as BL2 CD40 inh 2.5[25 µM].
Screening CC(=O)NCCCc1c[nH]c2ccc(Cl)cc12 returned BL2 CD40 inh -1.5.
For Cc1ccc(OCC(=O)N2CCC(C)CC2)c([N+](=O)[O-])n1 the results were BL2 CD40 inh -5.8.
`N#C[C@@H]1[C@H](c2ccc(-c3cncnc3)cc2)[C@H](CO)N1C(=O)C1CC1` gave BL2 CD40 inh 4.9.
C=C1C(C(=O)N2CCN(C)CC2)C1C(=O)N1CCN(C)CC1 (configuration not stated) was read as BL2 CD40 inh 8.2.
`COC(=O)C1CC(=O)N(Cc2ccccc2)C1` (configuration not stated) gave BL2 CD40 inh 3.2.

A draw from above in order of number of heavy atoms, largest number first.
`CCCN1CC=C2C(C#N)=C(N)C(C#N)(C#N)C(c3cccc(OC)c3OC)C2C1` (configuration not stated) gave BL2 CD40 inh 6.4.
`CCOc1ccc(S(=O)(=O)Nc2ccc(C(=O)N3CC(C)OC(C)C3)cc2)cc1` (configuration not stated) gave BL2 CD40 inh 10.7.
C=C1C(C(=O)N2CCN(C)CC2)C1C(=O)N1CCN(C)CC1 (configuration not stated) was read as BL2 CD40 inh 8.2.
For Cc1ccc(OCC(=O)N2CCC(C)CC2)c([N+](=O)[O-])n1 the results were BL2 CD40 inh -5.8.
Screening CC(=O)NCCCc1c[nH]c2ccc(Cl)cc12 returned BL2 CD40 inh -1.5.

Compounds from the list above that have bromine, in the order listed:
Screening COc1ccc(NC(=O)N2CC[C@@H]3[C@H]2c2cc(Br)ccc2N(C)[C@@H]3CO)cc1 returned BL2 CD40 inh -29.5[25 µM].
`COCCn1c(Br)nc2c1c(=O)n(C)c(=O)n2C` gave BL2 CD40 inh 7.8.

More entries follow.
Screening COc1ccc(-n2ccnc2CN2CCCC(CO)(Cc3cccc(OC)c3)C2)cc1 (configuration not stated) returned BL2 CD40 inh 11.0.
`C[C@@H]1CCCCO[C@H](CN(C)S(=O)(=O)c2ccc(F)cc2)[C@@H](C)CN([C@H](C)CO)C(=O)c2cc(N(C)C)ccc2O1` gave BL2 CD40 inh -6.0[25 µM].
`COc1ccc2oc(C(=O)N(C)Cc3ccc4c(c3)OCCO4)c(C)c2c1` gave BL2 CD40 inh -21.6.
Screening COC(=O)c1ccccc1NC(=O)c1ccc(NC(=O)C2CCCO2)cc1 (configuration not stated) returned BL2 CD40 inh -0.6.
COC(=O)c1cccc(NS(C)(=O)=O)c1C was read as BL2 CD40 inh 4.6.
Screening C[C@@H]1CN([C@H](C)CO)C(=O)c2c(c3ccccc3n2C)-c2ccccc2CO[C@@H]1CN(C)Cc1ccc(Cl)c(Cl)c1 returned BL2 CD40 inh 16.5[25 µM].
`COc1ccc(-c2cc(C)no2)cc1S(=O)(=O)N1CCCN(Cc2ccc(F)cc2)C1` gave BL2 CD40 inh 19.2.
CC1CCN(C(=O)Cn2nc(C(F)(F)F)c3c2CCCC3)CC1 was read as BL2 CD40 inh 2.4.
CC1CN(c2ccc(Oc3ccccc3)cc2)c2nc3c(c(=O)[nH]c(=O)n3C)n2C1 (configuration not stated) was read as BL2 CD40 inh 11.7.
`Cc1ccc(S(=O)(=O)N(C)C[C@@H]2Oc3cc(C#CC4CCCC4)ccc3S(=O)(=O)N([C@@H](C)CO)C[C@@H]2C)cc1` gave BL2 CD40 inh 25.0[25 µM].
Screening CCc1ccc(CCC(=O)Nc2ncc(Cc3ccccc3Cl)s2)o1 returned BL2 CD40 inh -7.0.
For O=C(NCc1ccco1)c1cccnc1-c1nc2ccccc2s1 the results were BL2 CD40 inh -24.9.
FC(F)Oc1ccccc1C1CC(c2ccc(Br)s2)Nc2ncnn21 (configuration not stated) was read as BL2 CD40 inh 8.4.
`COc1ccc(CNC(=O)C[C@H]2C=C[C@@H](NC(=O)c3cccc(F)c3)[C@@H](CO)O2)cc1` gave BL2 CD40 inh -7.5[25 µM].
`CC1=NN(C(=O)c2ccco2)C(O)(c2ccccc2)C1` (configuration not stated) gave BL2 CD40 inh -10.1.
O=C(CNC(=O)c1ccccc1F)OCCOc1cccc(Cl)c1 was read as BL2 CD40 inh 12.4.
For N#Cc1sc2nc(N3CCCCC3)c3c(c2c1N)CCCC3 the results were BL2 CD40 inh 18.8.
For CCN(C(=O)CSc1nnc(-c2ccc(OC)cc2)n1C(C)C)C1CCS(=O)(=O)C1 (configuration not stated) the results were BL2 CD40 inh 11.5.
`CNc1nc(N)c(C(=O)C(C)(C)C)s1` gave BL2 CD40 inh -2.5.
Screening CCC(=O)Nc1nnc(-c2cccs2)s1 returned BL2 CD40 inh -28.4.
Screening CCCN=Cc1c(CCC)[nH]n(-c2nc3ccccc3s2)c1=O returned BL2 CD40 inh -5.3.
Screening Cc1nnc(SCc2nnc(-c3ccccc3)o2)n(N)c1=O returned BL2 CD40 inh -2.0.
Screening C[C@@H](C1=C(CCN(C)C)Cc2ccccc21)c1ccccn1 returned BL2 CD40 inh -6.0[25 µM].
`Cc1oc2c(C)c3oc(=O)c4c(c3cc2c1C)CCCC4` gave BL2 CD40 inh 25.8.
Screening Cc1ccc(Cn2ccc(NC(=O)c3cc(C)on3)n2)cc1 returned BL2 CD40 inh -27.3.
Screening CCCCCN(C(=O)CCC(=O)OC(C)C(=O)Nc1cccc(C#N)c1)c1c(N)n(CCCC)c(=O)[nH]c1=O (configuration not stated) returned BL2 CD40 inh 19.6.
`COc1ccc(S(=O)(=O)Nc2ccc3c(c2)C(=O)N([C@H](C)CO)C[C@H](C)[C@@H](CN(C)C(=O)Nc2c(C)noc2C)OCCCC[C@@H](C)O3)cc1` gave BL2 CD40 inh -13.7[25 µM].
Screening CCN(CC)c1ccc(NC(=O)C(C)C)cc1 returned BL2 CD40 inh -9.5.
Screening Cc1ccc(OCC(=O)NCc2n[nH]c(=O)c3ccccc23)cc1 returned BL2 CD40 inh 0.2.
CCS(=O)(=O)N1CC2(C1)CN(S(=O)(=O)c1cccc(OC)c1)[C@@H](CO)c1[nH]c3cc(OC)ccc3c12 was read as BL2 CD40 inh -1.8[25 µM].
Screening Cc1noc(C)c1CSc1nc2ccccc2[nH]1 returned BL2 CD40 inh 7.9.
